UTI89 phage lysis: inhibition of K1F phage lysis, E. coli UTI89, bacterial capsule biogenesis inhibitors, alamar blue (AID 488966); 340,000 tested, 0.02% active; E. coli UTI89 K1F phage lysis, alamar blue, 2 h; higher % means a stronger effect; inhibition, % at 100 µM; hits with a dose series show IC50 in µM;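 active = phage lysis inhibition, versus mean bacterial control, above a set limit; inconclusive = no clear call, values can overlap the other calls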;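 also: capsule biogenesis inhibitors block K1F phage lysis so surviving cells raise fluorescence; higher fluorescence means more inhibition of phage lysis; actives were called in the ten point dose series up to 300 µM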
Yfh1-depleted yeast: enhancers of respiration in Yfh1-depleted yeast, dose response, Friedreich's ataxia, plus single-dose screen (AID 1465); S. cerevisiae Yfh1-off respiration, WST-1 reduction, 72 h; higher fold induction means a stronger effect; fold induction at 50 µM; hits with a dose series show EC50 in µM; 220,000 tested, 0.074% active;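 active = fold induction of absorbance versus untreated yeast above a set limit, then at least 30% activation at any dose in follow-up; inconclusive = repeats straddling the limit, or above it without dose testing; inactive = fold induction below the set limit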;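 also: activators that raise dye reduction in frataxin-depleted yeast; strong numbers were not always called active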
West Nile antiviral: West Nile virus antiviral activity, cell-based, CPE readout (AID 1621); West Nile virus-infected cells, CPE inhibition; higher % means a stronger effect; CPE inhibition, % at 10 µM, or IC50 in µM where a hit was titrated; 290,000 tested, 0.02% active; in the data active = a potency from the dose series; inconclusive = CPE inhibition mostly from about 3.7% at the one dose, without a potency; inactive = the rest, 99 in 100 with CPE inhibition below about 2.2%; also: strong numbers were not always called active
RSV antiviral HEp-2: RSV antiviral activity via CPE protection, HEp-2 cells, primary 10 µM value included (AID 2391). HEp-2 cells, RSV-induced CPE inhibition; higher % means a stronger effect. CPE inhibition, % at 10 µM; hits with a dose series show IC50 in µM. 310,000 tested, 0.13% active; in the data active = a potency from the dose series; inconclusive = CPE inhibition mostly from about 23% at the one dose, without a potency; inactive = the rest, 99 in 100 with CPE inhibition below about 21%; also: strong numbers were not always called active
NS5 inhibitors: Dengue-2 NS5 methyltransferase inhibitors, primary screen, biochemical, confirmation dose response (AID 588689). one-dose inhibition, % at 25 µM; IC50 in µM for titrated hits. Dengue-2 NS5 methyltransferase capping enzyme assay, biochemical; higher % means a stronger effect. Genome polyprotein (Dengue virus type 2 (strain 16681-PDK53)). 340,000 tested, 0.3% active; in the data active = a potency from the dose series; inconclusive = inhibition above about 29% without an active follow-up result
Large T inhibition: SV40 large T antigen inhibitors, biochemical (AID 1903); SV40 large T antigen ATPase/helicase inhibition assay; higher % means a stronger effect; one-dose inhibition, % at 20 µM; IC50 in µM for titrated hits; 310,000 tested, 0.39% active; in the data active = a potency from the dose series; inconclusive = inhibition mostly from about 32% at the one dose, without a potency; inactive = the rest, 99 in 100 with inhibition below about 32%; also: strong numbers were not always called active
NS5 inhibitors pilot replicate: second read-out of NS5 inhibitors, no call of its own (marks repeat the call); inhibition, %; measured here: pilot screen replicate inhibition
Starred values were filed as active, the others as inactive; i = inactive; ? = inconclusive; . = no result given; [ ] = dose if it differs, or a comment. The list is partial (hit frequency here may not be typical).

The opening 5 records as a preview:
SMILES	UTI89 phage lysis	Yfh1-depleted yeast	West Nile antiviral	RSV antiviral HEp-2	NS5 inhibitors	Large T inhibition	others
CSc1ccc(CN2CCN(C(=O)Cc3ccccc3)CC2)cc1	.	.	.	.	.	7%
C[C@]12CCC(=O)C[C@H]1CC[C@@H]1[C@@H]2CC[C@]2(C)[C@@H](O)CC[C@@H]12	.	.	.	7.1%	.	.
Clc1ccccc1C1=NCc2nncn2-c2sc(Br)cc21	.	.	.	-0.1%	.	6%
CC[C@H]1CN2CC[C@@]3(C(=O)Nc4ccccc43)[C@@H]2C[C@@H]1/C(=C\OC)C(=O)OC	.	i	-0.2%	2.5%	.	.
CN1CC=C(/C=C/c2ccc(-c3ccccc3)cc2)CC1	.	.	-2.9%	-2.5%	.	2%

Results (from the top)
SMILES	UTI89 phage lysis	Yfh1-depleted yeast	West Nile antiviral	RSV antiviral HEp-2	NS5 inhibitors	Large T inhibition	others
CSc1ccc(CN2CCN(C(=O)Cc3ccccc3)CC2)cc1	.	.	.	.	.	7%
C[C@]12CCC(=O)C[C@H]1CC[C@@H]1[C@@H]2CC[C@]2(C)[C@@H](O)CC[C@@H]12	.	.	.	7.1%	.	.
Clc1ccccc1C1=NCc2nncn2-c2sc(Br)cc21	.	.	.	-0.1%	.	6%
CC[C@H]1CN2CC[C@@]3(C(=O)Nc4ccccc43)[C@@H]2C[C@@H]1/C(=C\OC)C(=O)OC	.	i	-0.2%	2.5%	.	.
CN1CC=C(/C=C/c2ccc(-c3ccccc3)cc2)CC1	.	.	-2.9%	-2.5%	.	2%
CS(=O)(=O)c1ccc(C2=C(CNC(=O)c3cccs3)[C@H]3CC[C@@H](C2)N3Cc2ccccc2)cc1	.	.	.	.	3%	.
CN(c1ccc(O)cc1)c1ccc([N+](=O)[O-])c2nonc12	.	.	.	.	16%	.
CCOC(=O)c1cccc(C2=C(CNC(C)=O)[C@H]3CC[C@@H](C2)N3Cc2ccccc2)c1	.	.	.	.	1%	.
Cc1ncc(C(=O)O)n1C(C)c1ccccc1 (stereo not drawn)	.	.	.	.	-1%	.
Cc1ccc(-n2c(=S)[nH]c3ccccc3c2=O)cc1C	.	.	.	.	1%	.
COc1ccccc1CNCCc1cccc(Cl)c1	.	.	.	.	1%	.
COCCNC(=S)N1Cc2ccccc2-n2nncc2C1	.	.	.	.	-4%	.
c1coc(CN2Cc3ccccc3-n3nncc3C2)c1	.	.	.	.	7%	.
Cc1cc(C)c(C)c(C(O)(C(=O)O)c2ccccc2)c1 (stereo not drawn)	.	.	.	.	1%	.
Cc1ccc(OC(=O)N(C)C[C@H]2OCc3cnnn3CCCC(=O)N([C@H](C)CO)C[C@@H]2C)cc1	.	.	.	.	-8%	.

Taken from the listing (2 entries):
SMILES	UTI89 phage lysis	Yfh1-depleted yeast	West Nile antiviral	RSV antiviral HEp-2	NS5 inhibitors	Large T inhibition	others
CSc1ccc(CN2CCN(C(=O)Cc3ccccc3)CC2)cc1	.	.	.	.	.	7%
C[C@]12CCC(=O)C[C@H]1CC[C@@H]1[C@@H]2CC[C@]2(C)[C@@H](O)CC[C@@H]12	.	.	.	7.1%	.	.

Following part.
SMILES	UTI89 phage lysis	Yfh1-depleted yeast	West Nile antiviral	RSV antiviral HEp-2	NS5 inhibitors	Large T inhibition	others
COC(=O)C1=C(c2ccc(OCc3ccccc3)cc2)C[C@@H]2CC[C@H]1N2C(=O)NCc1ccc(Cl)cc1	.	.	.	.	-2%	.
C[C@]12CCC3C(CC[C@H]4C[C@@H](O)CC[C@]34C)C1=CC[C@@H]2O (stereo partly drawn)	.	.	.	.	3%	.
COC(=O)C1=C(c2ccc(OCc3ccccc3)cc2)C[C@@H]2CC[C@H]1N2C(=O)NCc1cccc(F)c1	.	.	.	.	-5%	.
O=S(=O)(c1cccc(C(F)(F)F)c1)N1Cc2ccccc2-n2nncc2C1	.	.	.	.	-1%	.
COc1ccc(OC(=O)N(C)C[C@H]2OCc3cnnn3CCCC(=O)N([C@@H](C)CO)C[C@H]2C)cc1	.	.	.	.	-2%	.
C1=NCCCN2CCCCC12 (stereo not drawn)	.	.	.	.	-4%	.
c1ccc(CN2Cc3ccccc3-n3nncc3C2)cc1	.	.	.	.	-6%	.
C[C@H]1CN([C@@H](C)CO)C(=O)CCCn2nncc2CO[C@H]1CN(C)C(=O)Oc1ccccc1	.	.	.	.	-3%	.
O=C(OCc1ccccc1)N1CCC2CC1c1cc(N3Cc4ccccc4-n4nncc4C3)ccc12 (stereo not drawn)	.	.	.	.	3%	.
COC(=O)[C@@H]1C(OC(=O)c2ccccc2)CC2CCC1N2C (stereo partly drawn)	0.0%	.	.	.	-7%	.
N#CC1c2ccccc2-n2nncc2CN1C(=O)CCc1ccccc1 (stereo not drawn)	-0.1%	.	.	.	1%	.
COc1ccc(S(=O)(=O)N2Cc3cnnn3-c3ccccc3C2C#N)cc1 (stereo not drawn)	0.1%	.	.	.	-8%	.	NS5 inhibitors pilot replicate=-2.5
COc1cc2cc(C(=O)N3CC(COS(C)(=O)=O)c4ccc(O)cc43)[nH]c2c(OC)c1OC (stereo not drawn)	-3.9%	.	.	.	-6%	.
CC1=CC2OC3CC4OC(=O)C=CC=CC(C(C)O)OCC(O)C(C)CC(=O)OCC2(CC1O)C4(C)C31CO1 (stereo not drawn)	2.5%	.	.	.	5%	.
Cc1noc(C)c1CSCC(=O)Nc1ccc(C#N)c(Cl)c1	0.3%[50 µM]	.	.	.	9%	.
COc1cc2c(cc1OC)C13CCN4CC5=CCOC(CC(=O)O)C(C5CC41)C3N2 (stereo not drawn)	0.2%	.	.	.	15%	.
O=C(NN=Cc1ccc(N(CCCl)CCCl)cc1)c1cccc([N+](=O)[O-])c1	0.0%	.	.	.	-8%	.
C[C@]12CCC3C(CC[C@H]4C[C@H](OC(=O)c5cccnc5)CC[C@]34C)C1CCC2=O (stereo partly drawn)	3.5%	.	.	.	-12%	.
COc1cc2c(cc1OC)[C@H]1C(=O)c3ccc4c(c3O[C@H]1CO2)C[C@@H](C(C)(C)O)O4	1.1%	.	.	.	2%	.
C[C@]12CC[C@@H](O)CC1=CCC1C2CC[C@@]2(C)C1C[C@@H](F)[C@@H]2O (stereo partly drawn)	3.4%	.	.	.	2%	.
Cc1c(C)c2ccc(OCC(=O)N3CCN(Cc4ccccc4)CC3)cc2oc1=O	0.4%[50 µM]	.	.	.	-6%	.
CCOC(=O)C1(c2ccccc2)CCN(CC(=O)c2ccc(NC(C)=O)cc2)CC1	-4.1%	.	.	.	-7%	.
Cc1cccc(N2CCC3(CC2)C(=O)NC(=O)NC3=O)c1	0.0%	.	.	.	2%	.
O=c1ccc2c(O)c3ccoc3cc2o1	-0.1%	.	.	.	-4%	.
COc1cc([N+](=O)[O-])c2nc(C)ccc2c1[N+](=O)[O-]	-0.8%	.	.	.	-9%	.
C[C@]12CCC3C(CC[C@H]4C[C@@H](O)CC[C@]34C)C1C[C@@H](O)[C@]2(C)O (stereo partly drawn)	0.3%	.	.	.	4%	.
C=C1C(C)C2C(Cc3ccccc3)NC(=O)C23OC(=O)/C=C/C(O)CCCC(C)C/C=C/C3C1O (stereo not drawn)	1.4%	.	.	.	-3%	.
Cc1ccccc1-c1ccc2n1Cc1cnnn1-c1ccccc1-2	0.1%	.	.	.	1%	.
O=C1NC2C(=CC(O)C(O)C2O)c2cc3c(c(O)c21)OCO3 (stereo not drawn)	-0.6%	.	.	.	7%	.
ClCCN(CCCl)c1ccc(C2=NCCc3ccccc32)cc1	5.6%	.	.	.	-5%	.
CC(=O)OC1C2(CC3N4C(=O)C5(CO)SSC4(CC31O)C(=O)N5C)OC(C)C(C)(C)C2=O (stereo not drawn)	-5.6%	.	.	.	16%	.
O=C(Cc1ccccc1)N1CCN(Cc2ccc(Cl)cc2)CC1	0.3%	.	.	.	2%	.
COC(=O)C1C2CC[C@@H](CC1OC(=O)c1ccccc1)N2 (stereo partly drawn)	0.3%	.	.	.	4%	.
Cc1ccccc1CN1Cc2cnnn2-c2ccccc2C1C#N (stereo not drawn)	0.3%	.	.	.	-40%	.	NS5 inhibitors pilot replicate=-5.5
Cc1ccccc1NC(=NCCCN1CC1)Nc1ccccc1C	286µM*	.	.	.	-8%	.
CCC1(CC(C)c2ccccc2)C(=O)NC(=O)NC1=O (stereo not drawn)	-0.4%	.	.	.	2%	.
O=C1c2ccccc2-c2cccc3cccc1c23	4.2%	.	.	.	-7%	.
C=CC(=O)OCCO	-0.6%	.	.	.	-4%	.
CCN(CC(=O)Nc1ccc(C#N)c(Cl)c1)CC(=O)NC1CCS(=O)(=O)C1 (stereo not drawn)	0.6%[50 µM]	.	.	.	3%	.
CC(=O)OC1CCC2(C)C(=CC(=O)C3C2CCC2(C)C(OC(C)=O)CCC32)C1 (stereo not drawn)	-0.8%	.	.	.	-6%	.
O=[N+]([O-])c1ccc(C(=Nc2ccccc2)N2CC2)cc1	2.0%	.	.	.	11%	.
CC(C)(O)C1C2OC(=O)C1C1(O)CC3OC34C(=O)OC2C14C (stereo not drawn)	0.5%	.	.	.	-3%	.
COc1cc2c(c(OC)c1OC)-c1ccc(O)cc1C(NC(C)=O)CC2 (stereo not drawn)	0.3%	.	.	.	-7%	.
Cc1[nH]c2ccccc2c1CN1CCCCC1	0.6%	.	.	.	-3%	.
O=C(Cc1c[nH]c2ccccc12)NNCc1ccc(N(CCCl)CCCl)cc1	-1.2%	.	.	.	-6%	.
COC(=O)C12CCc3c(ccc4cc(OC)ccc34)C1=CC(=O)C2 (stereo not drawn)	0.0%	.	.	.	0%	.
Cc1ccc2c(c1)C1C[N+](C)(CC(=O)c3ccc(Cl)cc3Cl)CCC1N2C(=O)c1ccc(F)cc1 (stereo not drawn)	0.4%[50 µM]	.	.	.	-8%	.
O=C1NC(=O)C2(CCCc3ccc(N(CCCl)CCCl)cc32)N1 (stereo not drawn)	1.7%	.	.	.	-3%	.
COP(=O)(NC(C)=O)SC (stereo not drawn)	0.0%	.	.	.	-4%	.
O=C(NN=Cc1ccc(N(CCCl)CCCl)cc1)c1cccnc1	8.3%	.	.	.	-2%	.
COc1ccc2c(c1)NP(=S)(c1ccccc1)N2 (stereo not drawn)	2.1%	.	.	.	?	.
CC1CN1P1(=O)OCC(C)([N+](=O)[O-])CO1 (stereo not drawn)	-1.6%	.	.	.	-15%	.
C=CCN(CC=C)C(=O)CCN1CC1C (stereo not drawn)	-3.8%	.	.	.	-4%	.
N#Cc1c(Br)n(C2OC(CO)C(O)C2O)c2ncnc(N)c12 (stereo not drawn)	0.1%	.	.	.	11%	.
CC1c2ccccc2-n2nncc2CN1CC1CCCCC1 (stereo not drawn)	0.3%	.	.	.	-6%	.	NS5 inhibitors pilot replicate=0.6
CN(C)Cc1c[nH]c2ccc([N+](=O)[O-])cc12	2.2%	.	.	.	-4%	.
NCC(=O)c1ccccc1	2.5%	.	.	.	-5%	.
CN1CCC(c2c[nH]c3ccc(O)cc23)CC1	2.9%	.	.	.	-3%	.
CC[C@H](C)/C=C(C)/C=C/C1=CC2=C(Cl)C(=O)[C@](C)(OC(C)=O)C(=O)C2=CO1	-0.3%	.	.	.	?	.
CCOc1ccc(N)cc1	1.0%[50 µM]	.	.	.	0%	.

Following part.
SMILES	UTI89 phage lysis	Yfh1-depleted yeast	West Nile antiviral	RSV antiviral HEp-2	NS5 inhibitors	Large T inhibition	others
Nc1ccc(-c2ccccc2)cc1	-4.8%	.	.	.	11%	.
CSc1ncc(Br)c(N2CC2)n1	0.5%	.	.	.	-13%	.
CN1C(=O)C(C)(C2=CCCCC2)C(=O)NC1=S (stereo not drawn)	0.0%	.	.	.	-5%	.
CC1C(c2ccccc2)OC(=O)N1C (stereo not drawn)	-1.5%	.	.	.	-2%	.
C(=NN1CCCCCC1)c1c[nH]c2ccccc12	-2.2%	.	.	.	5%	.
CCOC(=O)c1cc2c(cn1)[C@@H](CCO)NC2	0.3%	.	.	.	2%	.	NS5 inhibitors pilot replicate=1.5

Screening data from PubChem.
